High-throughput results as filed in PubChem BioAssay.
LGR2 antag = Drosophila LGR2 receptor signaling inhibition; HEK293 LGR2, CRE-luciferase, bursicon-stimulated, 4 h; actives 0.35% (n = 380,000); inhibition, % at 9.99 µM;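 active = drop in luminescence signal, shown as inhibition above about 50% in the replicate tests, limit read from the data, passing the limit was not always enough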;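 note: agonist challenge used bursicon conditioned medium at about half maximal strength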
PGC1a acetyl inh = modulators of PGC1a acetylation; U2OS PGC1a acetylation, AlphaScreen anti-acetyl-lysine; with virally co-expressed GCN5 acetyltransferase; inhibition, % at 15.6 µM; actives 0.17% (n = 350,000); AID 651687;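 active = every replicate shows inhibition of at least 40%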;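 note: 0% = neutral control wells and 100% = positive control wells; some results beyond the cut were filed as inactive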
miR-122 sensor = miR-122 inhibition in Huh7 cells | actives 0.3% (n = 340,000) | activation (reporter increase), % at 12.5 µM | Huh7 miR-122 Renilla luciferase sensor, 48 h; neutral wells = 0, positive control = 100;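 active = mean replicate activation score at least 90 and every replicate individually at or above 90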;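 note: higher luciferase means less miR-122 activity so hits act as miR-122 inhibitors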
EWS-Fli inh = EWS/Fli transcriptional activity inhibition; actives 0.67% (n = 350,000); inhibition, % at 12.6 µM; A673 NR0B1-luciferase reporter, viability-normalised;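 active = mean inhibition of at least 50% after viability correction, with every replicate also passing that limit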;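 note: firefly luciferase signal divided by Alamar Blue viability fluorescence both relative to DMSO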
Cneo AK release = causes C. neoformans cell lysis; lysis activity, % at 15 µM; actives 0.2% (n = 360,000); AID 651654; adenylate kinase release luminescence, 4 h; normalised: neutral wells 0, clomiphene wells 100;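 active = mean lysis activity across replicates of at least 80%, whatever share of replicates individually reach that level; inactive = mean lysis activity below 80%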
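Signal: Adenylate kinase release luminescence | Assay system: Log-phase Cryptococcus neoformans yeast cells | Input: Cells at 5 × 10^6 per mL | Buffer or medium: Fresh YPD growth medium | Compound: Single dose | Schedule: Static 4 h at 37 °C with compound, 1 h detection | Controls: Clomiphene | Read-out: Luminescence rise reflecting yeast cell lysis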
FN deposition inh = fibronectin deposition inhibition | AH1F fibroblasts, Alexa488-fibronectin deposition fluorescence, overnight | inhibition, % at 12.6 µM | actives 0.086% (n = 350,000) | AID 743247;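 active = mean inhibition across replicates of 30% or more, regardless of how many single replicates reach that level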;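 note: positive control wells lacked labelled fibronectin entirely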
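Measured by – fluorescence 485/525 nm · System – AH1F fibroblast monolayer, labelled fibronectin deposition · Amount – 10000 cells per well · Buffer or medium – serum-reduced DMEM (2% serum) · Doses – single dose, pinned · Also added – fluorescent fibronectin at 24 nM final · Schedule – 1 h cell attachment, overnight exposure to compound and label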
CASP6 VEID inh = blocks human caspase-6 cleavage activity. AID 686996. inhibition, % at 12.5 µM. purified caspase-6, Z-VEID-R110 cleavage fluorescence. actives 0.53% (n = 350,000). P55212;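 active = mean inhibition across replicates at least about 35%, with every replicate also reaching that limit, limit read from the data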;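 note: 0% = median of neutral control wells and 100% = no fluorescence left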
Target sequence (P55212 24-179 limits assumed): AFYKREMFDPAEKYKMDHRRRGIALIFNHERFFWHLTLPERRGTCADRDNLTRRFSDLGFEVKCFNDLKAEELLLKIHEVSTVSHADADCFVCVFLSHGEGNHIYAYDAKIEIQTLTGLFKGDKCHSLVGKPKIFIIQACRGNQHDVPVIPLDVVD
Target sequence (P55212 194-293 limits assumed): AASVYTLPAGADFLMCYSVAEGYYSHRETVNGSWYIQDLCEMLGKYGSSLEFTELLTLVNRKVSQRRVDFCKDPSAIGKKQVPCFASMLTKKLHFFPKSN
PAX8 inh HTS = lowers PAX8-driven luciferase in RMG-I cells; RMG-I TPO-luciferase reporter, SteadyGlo, 24 h; inhibition, % at 12.6 µM; actives 1.2% (n = 360,000); AID 652154;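 active = mean replicate inhibition at least 60% with every replicate also reaching 60%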;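 note: luciferase light reporting Pax8 driven TPO promoter activity; plate controls were median of neutral control wells for no effect and mitoxantrone controls for full effect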
* hit, by the source's call; . = not tested or not shown; [ ] = another dose, or the depositor's remark.

1) C=CCn1c(N)c(C(=O)NCCC2=CCCCC2)sc1=S
2) CC1=C(C(=O)N2CCOCC2)CC(CC(=O)NCc2cccs2)C(=O)N1Cc1ccc(C(C)(C)C)cc1 (stereo unspecified)
3) C[C@@H]1CN([C@@H](C)CO)C(=O)c2cc(N(C)C)ccc2O[C@@H](C)CCCCO[C@@H]1CN(C)Cc1ccccc1
4) O=C(COc1ccc(S(=O)(=O)N2CCOCC2)cc1)NC1CC1
5) O=C(Cn1nnc(-c2ccccc2)n1)NCc1ccccc1
6) COc1cccc(-c2c(NC(C)=O)n(C)c3ccccc3c2=O)c1
7) Cc1cc(-c2csc(N)n2)c(C)n1Cc1ccco1
8) Cc1ccccc1S(=O)(=O)N1CC(=O)N2[C@H](CO)[C@@H](c3ccc(C#CCC(C)C)cc3)[C@H]2C1
screen / no.	1	2	3	4	5	6	7	8
LGR2 antag	-66	-2	-11	3	.	-7	3	11
PGC1a acetyl inh	-9	-38	0	.	2	5	.	5
miR-122 sensor	-4	-3	3[16.7 µM]	.	6	1	.	.
EWS-Fli inh	-57	-4	4	-12	.	-3	-1	3
Cneo AK release	-7	0	1	1	-1	-1	.	.
FN deposition inh	.	1	.	3	-1	1	-2	.
CASP6 VEID inh	-1	-1	-1	1	.	-2	-3	1
PAX8 inh HTS	.	18	30	-16	.	9	21	10

9) Cc1ccc(NS(=O)(=O)c2cc(C(=O)N3CCN(CCO)CC3)ccc2C)cc1
10) O=C1CCN(CCc2ccccc2)CCN1CCSc1ccccc1
11) Cc1nccn1CCC(=O)Nc1ccc(Cl)cc1
12) Cc1oc(-c2ccc(Cl)cc2)nc1CS(=O)CC(=O)NCc1ccccc1 (stereo unspecified)
13) C[C@@H]1CN([C@H](C)CO)C(=O)c2cccc(NS(C)(=O)=O)c2O[C@@H]1CN(C)Cc1ccc(Cl)c(Cl)c1
14) Nc1nc(SCC(=O)N2CCCc3ccccc32)n(-c2ccccc2)n1
15) COc1cccc(C(C)NC(=O)Cc2cccs2)c1 (stereo unspecified)
16) C[C@H](CO)N1C[C@H](C)[C@H](CN(C)C(=O)c2cccnc2)Oc2cc(C3=CCCC3)ccc2S1(=O)=O
screen / no.	9	10	11	12	13	14	15	16
LGR2 antag	-9	-33	1	-6	-1	-3	-18	5
PGC1a acetyl inh	8	1	-2	.	-6	-3	4	-21
miR-122 sensor	3	-1	-4	3	20[16.7 µM]	0	-12	-6[16.7 µM]
EWS-Fli inh	-2	-47	2	.	.	-8	7	10
Cneo AK release	-1	11	.	-1	0	-3	4	-3
FN deposition inh	5	-1	2	-4	.	7	1	0
CASP6 VEID inh	-1	.	-1	1	2	0	2	-3
PAX8 inh HTS	4	-25	1	8	2	2	-6	.

17) C[C@H](CO)N1C[C@H](C)[C@H](CN(C)S(C)(=O)=O)OCCCC[C@H](C)Oc2ccc(NC(=O)C3CCCCC3)cc2C1=O
18) Cc1ccccc1S(=O)(=O)N[C@H]1CC[C@@H](CCn2cc(-c3ccc(F)cc3)nn2)O[C@@H]1CO
19) COc1ccccc1C(=O)Nc1ccc(Cc2ccncc2)cc1
20) Cc1ccc(-c2ccc3c(c2)O[C@@H](CN(C)C(=O)C2CCC2)[C@@H](C)CN([C@@H](C)CO)S3(=O)=O)cc1
21) Cc1ccccc1-c1ccc([C@@H]2[C@H]3CN(S(=O)(=O)c4cn(C)cn4)CCCCN3[C@H]2CO)cc1
22) O=C1CCCc2c1nc(-c1ccc(F)cc1)n2O
23) Cc1ccc(OCC(=O)NCC2CCCO2)c(C)c1 (stereo unspecified)
24) Cc1ccc(S[C@]2(C(=O)NCC(F)(F)F)CC(=O)N(C3CCCCC3)[C@@H]2c2ccc(CO)cc2I)cc1
screen / no.	17	18	19	20	21	22	23	24
LGR2 antag	-4	15	4	4	-3	-1	-22	.
PGC1a acetyl inh	-11	-6	-2	-12	-2	.	1	11
miR-122 sensor	5[16.7 µM]	18[16.7 µM]	0	10[16.7 µM]	67[16.7 µM]	.	.	.
EWS-Fli inh	-2	14	-6	6	.	-1	-10	-5
Cneo AK release	.	-4	.	0	58	.	.	6
FN deposition inh	.	-15	0	.	.	2	-5	.
CASP6 VEID inh	.	7	4	-2	-6	1	-3	2
PAX8 inh HTS	6	6	-8	.	-7	-6	-59	-10

25) O=C(NN=C1CCCC1)c1ccn[nH]1
26) CC(C)(C)NS(=O)(=O)c1cc(C(=O)O)ccc1Cl
27) COc1cc2c(cc1OC)C(COc1ccccc1OC)N(C(C)=O)CC2 (stereo unspecified)
28) CSCCC(NC(=O)C1CCCC1)c1nnc2ccccn12 (stereo unspecified)
29) COCCNC(=O)C1(C)CCCN(Cc2noc(-c3ccccc3OC)n2)C1 (stereo unspecified)
30) CCOCCOC(=O)C(C)Oc1ccc(Oc2ncc(Cl)cc2Cl)cc1 (stereo unspecified)
31) CO[C@H]1CN(C)C(=O)c2ccc(NS(=O)(=O)c3ccc(C)cc3)cc2OC[C@H](C)N(C(=O)NC(C)C)C[C@@H]1C
32) COCCNC(=O)C[C@H]1C[C@@H]2c3cc(NC(=O)Nc4ccc(F)cc4)ccc3O[C@@H]2[C@@H](CO)O1
screen / no.	25	26	27	28	29	30	31	32
LGR2 antag	3	32	-6	6	0	7	-13	13
PGC1a acetyl inh	.	6	-10	1	6	-7	6	10
miR-122 sensor	.	1	-7	-2	-2	-1	.	4[16.7 µM]
EWS-Fli inh	-29	-6	4	.	1	4	0	-5
Cneo AK release	.	0	2	0	1	3	.	-5
FN deposition inh	-1	4	4	6	-6	-2	6	-4
CASP6 VEID inh	-2	-2	-1	2	-1	-1	2	.
PAX8 inh HTS	-15	2	3	-7	7	71*	.	-1

33) O=C(NC(NCc1ccccn1)(C(F)(F)F)C(F)(F)F)c1ccco1
34) CCOC(=O)[C@]12CCC=C1N(Cc1ccc3c(c1)OCO3)C(=O)[C@H](CC(=O)N1CCC(c3ccccc3)CC1)C2
35) C/C(=N\NC(=O)CNC(=O)C(c1ccccc1)c1ccccc1)c1ccc(C(C)(C)C)cc1
36) COc1cccc(CN(C)C(=O)c2cc(S(=O)(=O)NC3CCCCC3)ccc2C)c1OC
37) COC(=O)/C=C1\OCc2ccc(C)cc21
38) C[C@H](O)C#Cc1ccc2c(c1)O[C@@H](CN(C)Cc1cccnc1)[C@H](C)CN([C@H](C)CO)S2(=O)=O
39) Cc1cc(C(=O)Nc2cccc3c2O[C@@H](CN(C)Cc2ccc(C(=O)O)cc2)[C@H](C)CN([C@@H](C)CO)C3=O)n(C)n1
40) C=CCOc1ccc(CNCc2cccnc2)cc1
screen / no.	33	34	35	36	37	38	39	40
LGR2 antag	-9	9	-25	-5	.	8	12	-11
PGC1a acetyl inh	-4	.	-1	-15	.	-9	3	1
miR-122 sensor	-4	.	-4	.	.	10[16.7 µM]	5[16.7 µM]	32
EWS-Fli inh	-11	1	.	0	-4	7	.	-2
Cneo AK release	-3	.	-3	3	.	5	0	0
FN deposition inh	.	.	.	-2	-5	-6	.	2
CASP6 VEID inh	3	4	.	1	-3	4	2	-28
PAX8 inh HTS	.	16	5	9	0	.	0	-10

41) Cc1ccc(CNC(=S)Nc2ccc3c(c2)c(=O)n(C)n3Cc2cccc(C(F)(F)F)c2)cc1
42) Cc1cnc(C(=O)OCC(=O)c2ccc(C3CCCCC3)cc2)cn1
43) COc1cc(NC(=O)C2CC(=O)N(Cc3ccco3)C2)c(OC)cc1Cl (stereo unspecified)
44) CC1CCN(C(=O)COC(=O)COc2ccccc2C#N)CC1
45) O=C(c1ccccc1F)N1CC2(C1)[C@H](c1ccccc1)[C@H](CO)N2CC1CC1
46) N#CC1(Nc2ccc(Br)cc2)CCCC1
47) C/C(=N\NC(=O)CN1CCN(S(=O)(=O)c2ccc(C)cc2)CC1)c1ccc(O)cc1
48) Cc1cc2ccccc2nc1SCC(=O)NC1CCCC1
screen / no.	41	42	43	44	45	46	47	48
LGR2 antag	11	11	9	4	-10	-6	-4	-6
PGC1a acetyl inh	.	-5	7	-4	-6	3	-1	2
miR-122 sensor	16	0	-10	.	.	-3	-16	-5
EWS-Fli inh	4	-4	6	1	5	15	-7	7
Cneo AK release	11	-1	0	0	.	3	1	-3
FN deposition inh	0	-2	1	1	-2	0	2	-12
CASP6 VEID inh	-1	-6	2	0	0	1	1	3
PAX8 inh HTS	20	-30	16	2	-11	.	-8	15

49) COc1ccc(NS(=O)(=O)c2ccc(C(=O)NCC3(N4CCOCC4)CCCCC3)cc2)cc1
50) Cc1ccccc1-c1cc(=O)c2c(O)cccc2o1
51) Cn1c(CNC(=O)CCNC(=O)c2cccc(Cl)c2)cc(=O)n(C)c1=O
52) O=C(C1CCCCC1)N1CC(=O)N2[C@H](CO)[C@@H](c3ccc(-c4ccccc4F)cc3)[C@H]2C1
53) CCn1c(CNc2ccc(F)cc2)nnc1SCC(=O)Nc1ccccc1OC
54) COc1ccc(C(=O)N2CCC2(C)C(=O)NC(C)C)cc1OC (stereo unspecified)
55) COc1ccccc1S(=O)(=O)N[C@H]1C=C[C@@H](CC(=O)N2CCOCC2)O[C@H]1CO
56) C[C@H](CO)N1C[C@H](C)[C@@H](CN(C)C(=O)C2CC2)Oc2cc(C#Cc3ccccn3)ccc2S1(=O)=O
screen / no.	49	50	51	52	53	54	55	56
LGR2 antag	-1	-4	-14	-1	.	-1	8	5
PGC1a acetyl inh	2	.	-2	-4	12	3	4	-7
miR-122 sensor	-9	2	-6	.	6	-3	.	9[16.7 µM]
EWS-Fli inh	-2	-23	-3	-2	.	-2	-11	-15
Cneo AK release	.	-2	0	.	1	-2	6	-2
FN deposition inh	-3	-8	-18	-11	17	0	3	-1
CASP6 VEID inh	0	-3	-1	5	.	-1	-3	1
PAX8 inh HTS	18	-72	6	.	.	-4	-6	.

57) CC(C)Cc1cc(C(=O)N2CCCC(C(=O)c3cc(F)ccc3F)C2)no1 (stereo unspecified)
58) CCN(CC)C(=O)OCc1c(-c2cccc(OC)c2)ncc2ccccc12
59) O=[N+]([O-])c1nccn1CC(O)CCN1CCOCC1 (stereo unspecified)
60) CCc1nc(N2CCN(S(C)(=O)=O)CC2)c2c3c(sc2n1)CCCC3
screen / no.	57	58	59	60
LGR2 antag	3	-12	14	12
PGC1a acetyl inh	5	2	.	-25
miR-122 sensor	-2	-4	.	0
EWS-Fli inh	.	10	-1	6
Cneo AK release	1	0	.	.
FN deposition inh	6	-6	0	-3
CASP6 VEID inh	1	2	-2	8
PAX8 inh HTS	21	7	-22	-20
